# Screening data deposited in PubChem BioAssay by Johns Hopkins Ion Channel Center.
# CHT allo act = allosterically activates the human high affinity choline transporter | actives 0.49% (n = 310,000) | CHT-expressing cells, membrane potential dye, choline EC20; stronger effect = higher value; LV-AA mutant CHT in HEK293 cells | B-score at 10 µM;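 active = initial fluorescence not abnormally high and integrated response B-score, plate-corrected, over 3 SD above library mean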
# Target sequence (Q9GZV3 whole entry, looked up): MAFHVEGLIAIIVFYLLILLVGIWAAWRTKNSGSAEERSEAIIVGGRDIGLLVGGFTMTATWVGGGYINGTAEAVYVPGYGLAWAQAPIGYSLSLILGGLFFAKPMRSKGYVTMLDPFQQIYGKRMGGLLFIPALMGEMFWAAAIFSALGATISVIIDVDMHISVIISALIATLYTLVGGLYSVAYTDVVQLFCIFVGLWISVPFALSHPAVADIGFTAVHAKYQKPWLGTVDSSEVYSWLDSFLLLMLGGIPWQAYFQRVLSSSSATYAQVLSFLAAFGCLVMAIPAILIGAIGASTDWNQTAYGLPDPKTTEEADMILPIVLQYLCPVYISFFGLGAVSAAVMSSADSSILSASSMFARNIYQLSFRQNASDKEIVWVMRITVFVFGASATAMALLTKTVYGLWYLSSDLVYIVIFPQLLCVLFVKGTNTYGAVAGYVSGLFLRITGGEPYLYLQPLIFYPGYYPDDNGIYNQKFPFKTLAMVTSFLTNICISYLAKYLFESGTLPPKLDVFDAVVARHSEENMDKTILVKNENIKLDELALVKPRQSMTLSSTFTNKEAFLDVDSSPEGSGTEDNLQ
# CHT block = human CHT choline transport inhibition | Q9GZV3 | CHT-expressing cells, membrane potential dye, choline response; stronger effect = lower value | B-score at 10 µM | actives 0.86% (n = 310,000) | AID 488975;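 active = B-score over 3 SD under the library average, and starting fluorescence ratio not unusually high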;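 also: choline stimulus applied at its EC90 after an EC20 pre-addition; B-score computed on integrated fluorescence ratio after choline addition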
# Active calls of the source: *; i = inactive. Not a hit list; about 1.5% have a hit in one of these screens.
SMILES,CHT allo act,CHT block
CCN(CC)C(=O)CSc1nc2cc3c(cc2c(=O)n1Cc1ccco1)OCO3,i,i
COc1ccccc1-n1nnnc1SCC(=O)N1CCCC1=O,i,i
CC(=O)Nc1ccc(OC(=O)c2cc3ccccc3oc2=O)cc1,i,i
COc1cc(NC(=O)c2cc(Cl)nnc2Cl)cc(OC)c1OC,i,i
CC(=O)Nc1ccc2c(c1)nc(CCN1CCN(c3ccccn3)CC1)n2C,i,i
CCN(CC)C(=O)Oc1ccc2ccccc2c1Cl,i,i
O=c1nccc(N/N=C/c2cccc(O)c2)[nH]1,i,i
COCCN(C(=O)CSc1nnc(C)n1-c1ccc(C)cc1)c1c(N)n(Cc2ccccc2)c(=O)[nH]c1=O,i,i
CNS(=O)(=O)c1cccc(C(=O)OCC(=O)Nc2ccccc2OC(F)F)c1,i,i
COc1ccccc1-c1n[nH]c(=S)n1N,i,i
Cc1cc(C)nc(/N=C(/NC(=O)Nc2ccc(Cl)c(Cl)c2)Nc2ccccc2)n1,i,i
CCN(CC(=O)Nc1cccc(OC)c1)C(=O)c1ccco1,i,i
C=CCSc1nnc(NC(=O)CSc2nc3ccccc3o2)s1,i,i
C/C(=N\NC(=O)c1nnn(-c2nonc2N)c1-c1ccc2c(c1)OCO2)c1ccccc1,i,i
CCN=C(NCC)SC1CC(=O)N(c2ccccc2)C1=O (centres undefined),i,i

# Full records as entered above.
# O=c1nccc(N/N=C/c2cccc(O)c2)[nH]1 as listed: CHT allo act: i; CHT block: i
# COc1ccccc1-c1n[nH]c(=S)n1N as listed: CHT allo act: i; CHT block: i

# Next part
SMILES,CHT allo act,CHT block
COc1cccc(CN2CC(C(=O)N3CCCCCC3)CCC2=O)c1 (centres undefined),i,i
CC1(C(=O)OCC(=O)NC(=O)c2ccccc2)CC1(Cl)Cl (centres undefined),i,i
C=CCSc1nc(=O)n2ccccc2n1,i,i
COC(=O)c1ccc(NC(=O)CSc2nnc(CNc3ccc(OC)cc3)n2C)cc1,i,i
CC1(C)CC2CC(C)(CN2CC(O)COc2ccccc2)C1 (centres undefined),i,i
CCOC(=O)C1=C(C)NC(=S)N(C(C)=O)C1c1ccccc1 (centres undefined),i,i
CCN(CC)c1nc(N2CCOCC2)c(C#N)c2c1CN(C)CC2,i,i
CC(Sc1ccc2c(c1)OCCO2)C(=O)Nc1ccc(N2CCOCC2)cc1 (centres undefined),i,i
COc1ccc(CN2CCN(C(=O)c3ccco3)CC2)cc1OCc1ccccc1,i,i
O=C1CC(c2ccco2)=Nc2ccccc2N1,i,i
CC1C(=O)N2CCCc3cc(NS(=O)(=O)c4ccc([N+](=O)[O-])cc4)cc1c32 (centres undefined),i,i
O=C(CSc1nnc(-c2ccco2)n1-c1ccccc1)N1CCOCC1,i,i
COc1ccccc1N1CCN(C(=O)COc2cc(C)cc(C)c2)CC1,i,i
CCN(CC)C(=O)CSc1nc2cc3c(cc2c(=O)n1CCCCCC(=O)NCc1ccc(OC)cc1)OCO3,i,i
COc1cc(OC)cc(-c2cc(N)n(S(=O)(=O)Cc3ccccc3)n2)c1,i,i
COCc1cc(C)nc(SCc2nc3ccccc3c(=O)[nH]2)c1C#N,i,i
COc1ccccc1/C=C/C=N/n1c(-c2ccc(F)cc2)n[nH]c1=S,i,i
O=C(COc1ccc(S(=O)(=O)Nc2ccccc2)cc1)NCc1ccccn1,i,i
Cc1ccc2c(C)nc(N/C(N)=N/S(=O)(=O)c3ccccc3)nc2c1,i,i
CC(=O)c1ccc(NC(=S)NCCc2ccc(S(N)(=O)=O)cc2)cc1,i,i
O=C(O)c1sccc1SCc1ccc(Cl)c(Cl)c1,i,i
O=C(NC1CCCCC1)C1CCN(c2ncccn2)CC1,i,i
NC(=O)C1CCN(C(=O)c2ccc([N+](=O)[O-])cc2NC(=O)c2cccs2)CC1,i,i
O=C(COc1coc(CN2CCc3ccccc3C2)cc1=O)Nc1ccc(Cl)cc1,i,i
NS(=O)(=O)c1ccc(Nc2nc(-c3ccc(O)cc3O)cs2)cc1,i,i
CCOC(=O)N1CCN(C(=O)CN(c2cc(Cl)ccc2OC)S(=O)(=O)c2ccccc2)CC1,i,i
CN1CCN(c2ccc(S(=O)(=O)N3CCOCC3)cc2)CC1,i,i
COCc1nnc(NC(=O)c2cccc(NC(=O)c3ccccc3)c2)s1,i,i
O=C(c1ccccc1)c1ccc(OCCOCCN2CCN(Cc3ccccc3)CC2)cc1,i,i
O=C(c1ccccc1)N1CCN(CC(O)COCC2CC=CCC2)CC1 (centres undefined),i,i

# Random excerpt: 5 compounds from above
SMILES,CHT allo act,CHT block
COCc1nnc(NC(=O)c2cccc(NC(=O)c3ccccc3)c2)s1,i,i
O=C(c1ccccc1)N1CCN(CC(O)COCC2CC=CCC2)CC1 (centres undefined),i,i
O=C(COc1coc(CN2CCc3ccccc3C2)cc1=O)Nc1ccc(Cl)cc1,i,i
O=C(NC1CCCCC1)C1CCN(c2ncccn2)CC1,i,i
NS(=O)(=O)c1ccc(Nc2nc(-c3ccc(O)cc3O)cs2)cc1,i,i

# The list goes on:
SMILES,CHT allo act,CHT block
COc1ccc(C(=O)CSc2nnc(-c3cc(C)cc(C)c3)o2)cc1,i,i
COCCOC(=O)C1=C(C)NC2=C(C(=O)CCC2)C1c1ccc(N(C)C)cc1 (centres undefined),i,i
O=C(O)c1ccc(CNC(=O)C23CC4CC(CC(C4)C2)C3)cc1,i,i
COc1ccc(N2CC(C(=O)N/N=C/c3c[nH]c4ccccc34)CC2=O)cc1 (centres undefined),i,i
COc1cccc(CNC(=O)CN2C(=O)COc3ccc(S(=O)(=O)N4CCOCC4)cc32)c1,i,i
CCc1ccc(-c2csc3[n+]2CCN3C(C)=O)cc1,i,i
CCOC(=O)CC1CCCCN1C(=O)c1cc(COc2cccc3cnccc23)on1 (centres undefined),i,-5.4*
Nc1nonc1-c1nc2ccccc2[nH]1,i,i
COc1ccc(CC(=O)Nc2ccc(OC)c(NC(=O)c3ccco3)c2)cc1,i,i
O=C(Nc1ncccc1Cl)C1COc2ccccc2O1 (centres undefined),i,i
COc1cccc(OC)c1C(=O)OCCCOC(=O)c1c(OC)cccc1OC,i,i
Clc1ccc(C[n+]2csc3ccccc32)cc1,i,i
Cc1ccc(C(=O)O/N=C/c2ccc(N(C)C)cc2)cc1,i,i
CCCn1cc(CN2CCC(Cc3cccc(F)c3)(C(=O)OCC)CC2)c(C)n1,i,i
O=C(c1cnn2c1NC(c1ccc(Br)cc1)CC2C(F)(F)F)N1CCN(C23CC4CC(CC(C4)C2)C3)CC1 (centres undefined),i,i
CSc1nc(Cl)c(C#N)c(-c2ccc(C)cc2)n1,i,i
CCOC(=O)C1CCCN(S(=O)(=O)c2ccc(S(N)(=O)=O)cc2)C1 (centres undefined),i,i
CC(=O)N1CCN(C(=O)c2ccc3oc(CCCc4ccccc4)nc3c2)CC1,i,i
Cc1cc(Br)ccc1NC(=O)c1ccco1,i,i
Cc1ccc(NC(=O)c2cncc(Br)c2)c(O)c1,i,i
O=C1Nc2ccccc2C1=Nc1ccc(S(=O)(=O)Nc2nccs2)cc1,i,i
Cc1c(NC(=O)CSc2nnc(Nc3ccccc3)s2)c(=O)n(-c2ccccc2)n1C,i,i
CCCCNC(=O)CCCCCNS(=O)(=O)c1ccc(OC)cc1,i,i
CC(C)(C)C(=O)COC(=O)c1cc2ccccc2cc1O,i,i
Cc1cc(NC(=O)CSCC(=O)N(C)Cc2c(F)cccc2Cl)no1,i,i
Cc1nn(-c2ccccc2)c(Cl)c1C1C(C#N)=C(N)OC2=C1C(=O)CCC2 (centres undefined),i,i
O=C(Nc1nnc(S(=O)(=O)N2CCN(c3ccc(F)cc3)CC2)s1)c1ccco1,i,i
COc1ccc(CCNC(=O)C2=COCCO2)cc1,i,i
C=CCn1c(-c2ccccc2OC)n[nH]c1=S,i,i
O=C(Nc1nc2c(s1)CN(Cc1ccccc1)CC2)c1c(F)cccc1F,i,i
COc1ccccc1NC(=O)Nc1nnc(Cc2ccccc2F)s1,i,i
CSc1ncccc1C(=O)Nc1ncc(C)s1,i,i
O=C(N/N=C/c1ccc(F)cc1)c1sccc1OCc1ccc(F)cc1,i,i
CC(=O)N1c2c(cc(Br)cc2S(=O)(=O)N2CCN(c3ccccn3)CC2)CC1C (centres undefined),i,i
COc1ccccc1C(=O)Nc1ccc(S(=O)(=O)N2CCc3ccccc32)cc1,i,i
CC(=O)NC1CC2CCCC(C1)N2Cc1ccc(C)cc1 (centres undefined),i,i
O=C(C[n+]1ccc(C(=O)NCc2ccccc2)cc1)c1ccc(OC(F)F)cc1,i,i
CCN(CC)CCCn1c2c(c(SCC(=O)Nc3ccc(C)c(F)c3)nc1=O)CCC2,i,i
C[C@H](NC(=O)C1CCN(S(=O)(=O)c2ccccc2)CC1)C(=O)NCc1ccccc1,i,i
c1ccc(CNc2nc(-c3cccnc3)cs2)cc1,i,i
CC(C)(C)n1nnnc1C(c1cccnc1)N1CCN(C2CCCCC2)CC1 (centres undefined),i,i
CCOc1ccc(C2=Nn3c(nnc3-c3ccccc3OC)SC2)cc1,i,-5.3*
CCN(CCCNC(=O)c1c(C)cc(=O)oc1C)c1ccccc1,i,i
CC(C)(C)Nc1c(-c2ccc(O)cc2)nc2ccc(Cl)cn12,i,i
CCOc1cccc(/C=N/NC(=O)c2cc(C3CC3)[nH]n2)c1O,i,i
COCCNc1nc(NCc2ccccc2)c2cnn(C)c2n1,i,i
Cc1ccc(C2C=C(c3ccccc3)Nc3ncnn32)cc1 (centres undefined),i,i
COc1ccc(-n2c(Cc3cc(=O)[nH]c(=O)[nH]3)nnc2SCC(=O)Nc2cc(C(F)(F)F)ccc2Cl)cc1,i,i
Cc1ccc(CN=C(Nc2ccccc2)NC2CCCCC2)cc1,i,i
CCc1cc2c(N3CCN(c4ccccc4)CC3)ncnc2s1,i,i
O=C(NCCc1csc(-c2ccccc2)n1)c1ccccc1F,i,i
CC(C)Cc1nc(SCC(=O)N2CC(C)OC(C)C2)c2c(=O)n(C)c(=O)n(C)c2n1 (centres undefined),i,i
COc1ccc2[nH]c3c(=O)n(/N=C/[C@H]4C(C)C=C(C)CC4C)c(=O)[nH]c3c2c1 (some centres undefined),i,i
Cc1ccc(-c2nnc(SCC(C)C)n2C)cc1,i,i
O=C(NCCc1ccccc1)C(=O)NCC1OCCN1S(=O)(=O)c1cccs1 (centres undefined),i,i
O=C(COC(=O)CNS(=O)(=O)c1ccc(Br)cc1Cl)NC1CCCC1,i,i
C/C(=N\NC(=O)c1csc(C)c1C)c1ccc(C)s1,i,i
CCSC1=NCCN1S(=O)(=O)c1ccccc1,i,i
O=C(Oc1ccc2c(-c3ccccc3)cc(=O)oc2c1)c1cccs1,i,i
C=CCOc1c(CNc2nccs2)cccc1OCC,i,i
# Next part
SMILES,CHT allo act,CHT block
COc1ccc(/C=N/NC(=O)CO/N=C(\C)c2cccs2)cc1,i,i
O=C(NCCc1ccc(C(F)(F)F)cc1)C1CCC(=O)N(CCCN2CCCC2=O)C1 (centres undefined),i,i
CCCOC(=O)c1[nH]c2c(c1C)C(=O)CC(c1cccs1)C2 (centres undefined),i,i
O=C(NN(c1ccccc1)c1ccccc1)c1ccccc1F,i,i
COCCNc1nnc(SCC(=O)NC(=O)c2ccccc2)s1,i,i
COc1ccc(C2=NNC(=O)CC2)cc1,i,i
O=C(COc1ccc(Cl)cc1)N1CCN(c2cccc(C(F)(F)F)c2)CC1,i,i
O=C(Nc1sc2c(c1C(=O)O)CCC2)c1ccc(F)cc1,i,i
COc1ccc2nc(NC(=O)Nc3ccccc3OC)sc2c1,i,i
O=C(COc1cc2oc(=O)c3c(c2cc1Cl)CCCC3)NCc1cccnc1,i,i
Cc1ccc(C)c(N2CCN(C(=O)CCNS(=O)(=O)c3ccc4c(c3)oc(=O)n4C)CC2)c1,i,i
CCC1=C(OC(=O)N(CC)CC)N2C(=O)OC(=NCC(=O)OC)[C@]2(C)[C@H]2C1=CC[C@H]1C(=O)N(C)C(=O)[C@H]12,i,i
CC(Sc1ccccc1)C(=O)NN=C1CCCCCCC1 (centres undefined),i,i
O=C(COc1ccc(Cl)cc1)OCC(=O)N1CCCC1,i,i
CCCCOC(=O)C1=C(C)NC(=O)NC1c1ccccc1 (centres undefined),i,i
COC(=O)C(Cc1ccccc1)N1CCS(=O)(=O)CC1 (centres undefined),i,i
CCCc1cc(=O)[nH]c(SCC(=O)N2CCN(S(=O)(=O)c3ccc(Cl)cc3)CC2)n1,i,i
O=C(COC(=O)c1ccc(Br)o1)Nc1ncc(Cl)cc1Cl,i,i
CC(=O)Nc1cccc(NC(=O)CSc2nnc(NC(=O)C3CC3)s2)c1,i,i
CCn1cc(C(=O)Nc2ccc(C)cc2C)c(=O)c2ccc(C)nc21,i,i
Cc1ccc(CNC(=O)CSc2ccsc2[N+](=O)[O-])cc1,i,i
Fc1c(F)c(-n2nnc3ccccc32)c(F)c(F)c1Cl,i,i
COc1ccc(Cc2nnc(-c3cccc(C)c3)o2)cc1OC,i,i
O=c1c2cc(N3CCOCC3)ccc2[nH]c(=S)n1Cc1ccc(Cl)cc1,i,i
NC(CSCc1ccccc1Cl)C(=O)O (centres undefined),i,i
Cc1ccc(N2C(N)=NC(N)=NC2(C)C)c(C)c1,i,i

# Shown as a hit in CHT block (from the list above):
SMILES	CHT block
CCOC(=O)CC1CCCCN1C(=O)c1cc(COc2cccc3cnccc23)on1 (centres undefined)	-5.4*
CCOc1ccc(C2=Nn3c(nnc3-c3ccccc3OC)SC2)cc1	-5.3*
